HEK293 tox: cytotoxicity counter-screen for GLP-1 receptor inverse agonists; HEK293 cAMP-luciferase reporter cells, luminescence, 24 h; Potency, µM (titrated, usually from 38.3 µM), without a hit: at the highest dose activity change, negative = inhibition, hits mostly inhibitors; 0.13% of 410,000 active;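 note: loss of luciferase light is scored as toxicity; potency is the fitted concentration of half-maximal effect; % is set by controls: 0 for no effect and ±100 for the full control effect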
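Luminescence readout: signal drop marks cytotoxicity. Plated cells grew 12 h at 37 °C, 5% CO2, received 23 nL compound for 24 h, then got luciferase reagent, read after 12 min at RT.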
PI5P4Ka inh: PI5P4K alpha (human) kinase inhibition | P48426 | PI5P4Kalpha enzyme, ADP-Glo luminescence, 60 min; active compounds read low | max response, % | 1.2% of 330,000 active | AID 652105; active = max response of -50% or lower; inconclusive = between -30% and -50%; inactive = -30% or higher; note: value at the top dose of about 77 µM; % is set by controls: 0 for no effect and ±100 for the full control effect
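PI5P4Kalpha ADP-Glo assay; 5 microM ATP final; 60 min RT reaction; HEPES pH 7.4/EGTA/CHAPS, 5% DMSO; controls lacking substrate or enzyme; luminescent end-point.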
GLP-1R agonist: activates the human GLP-1 receptor | HEK293 GLP-1R CRE-luciferase, luminescence, 4-6 h; cells express a hypersensitive GLP-1R form | Potency, µM (highest dose often 45.6 µM), inactives show at the highest dose activation, usual class: activators | 0.007% of 380,000 active | P43220; note: potency is the fitted concentration of half-maximal effect; % of control where 0% means no effect
EPAC1 antagonist: EPAC1 (human) antagonism; O95398; EPAC1 GEF assay, Rap1b-BODIPY-GDP exchange fluorescence; Potency, µM (highest dose often 115 µM), for the others: at the highest dose activity change, negative = inhibition, hits mostly inhibitors; 0.14% of 360,000 active; AID 720709;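 note: potency is the fitted concentration of half-maximal effect; plate controls were vehicle for no effect and positive control for full effect; nearly all actives have a fitted effect of over 50% in size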
Target sequence (O95398 whole entry, looked up): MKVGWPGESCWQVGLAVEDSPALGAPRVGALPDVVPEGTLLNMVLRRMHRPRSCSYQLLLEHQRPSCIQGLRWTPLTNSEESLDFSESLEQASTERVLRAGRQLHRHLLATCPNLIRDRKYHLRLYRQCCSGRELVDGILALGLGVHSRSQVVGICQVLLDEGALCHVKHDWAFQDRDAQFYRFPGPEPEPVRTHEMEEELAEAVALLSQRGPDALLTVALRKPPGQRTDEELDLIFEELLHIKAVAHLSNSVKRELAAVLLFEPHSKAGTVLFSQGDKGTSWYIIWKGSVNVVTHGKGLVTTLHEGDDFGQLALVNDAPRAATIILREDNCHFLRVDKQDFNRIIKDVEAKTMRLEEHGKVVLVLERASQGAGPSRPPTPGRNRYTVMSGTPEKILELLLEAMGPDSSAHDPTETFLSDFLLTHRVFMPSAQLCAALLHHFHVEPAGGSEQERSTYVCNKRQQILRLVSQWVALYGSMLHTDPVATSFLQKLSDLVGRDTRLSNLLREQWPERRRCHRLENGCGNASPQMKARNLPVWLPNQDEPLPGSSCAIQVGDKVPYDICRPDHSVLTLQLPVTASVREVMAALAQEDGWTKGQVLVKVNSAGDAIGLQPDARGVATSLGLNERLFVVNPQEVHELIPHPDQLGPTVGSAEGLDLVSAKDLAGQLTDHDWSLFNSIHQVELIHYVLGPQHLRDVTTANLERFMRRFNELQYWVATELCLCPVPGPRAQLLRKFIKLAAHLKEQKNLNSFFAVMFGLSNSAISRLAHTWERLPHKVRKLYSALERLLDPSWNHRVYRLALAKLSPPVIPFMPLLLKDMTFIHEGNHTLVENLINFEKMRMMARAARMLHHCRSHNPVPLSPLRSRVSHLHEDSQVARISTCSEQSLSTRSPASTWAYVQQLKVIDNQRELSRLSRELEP
IL2 activator: activates IL-2 in a cell-based reporter assay; IL-2 activation reporter assay, cell-based qHTS; stimulated with anti-CD3/CD4/CD28 beads; in transgenic mouse T cells; activation, % (series mostly up to about 46 µM); 0.065% of 360,000 active; in the data active = activation above about 50%; inconclusive = mostly about 30% to 49%; note: 0% is about no effect
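Unstimulated transgenic mouse T cells, 750 per well, received compound and, after 60 minutes, anti-CD3/anti-CD4 bead plus anti-CD28 stimulation. EGFP and DsRed were quantified after 18 hours.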
PTHR1 agonist: activates the human parathyroid hormone receptor PTHR1; HEK293 GP2 PTHR1 cells, GloSensor cAMP luminescence, 1 h; Potency, µM (doses to about 115 µM), inactives show top-dose activation, usual class: activators; Q03431; 0.075% of 410,000 active; note: potency is the fitted concentration of half-maximal effect; nearly all actives have a fitted effect of over 55% in size; some results filed as inactive show a strong effect at the top dose; inactives centre near -15; many of its hits are not listed in these tables
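HEK-293-derived GP2 cells expressing PTHR1 and a GloSensor cAMP reporter, 3,000/well, plated overnight, given luciferin plus IBMX (each 0.5 mM as added) for 1 h at 37 °C, then compound for 1 h at 37 °C. Luminescence was read after 15 min at room temperature.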
PLK1 PBD block: blocks phosphopeptide binding to human PLK1 polo-box domain; P53350; Plk1 PBD binding of FITC phosphopeptide, fluorescence polarization; Potency, µM, without a hit: max response, negative = inhibition, most hits filed as inhibitors; 2.8% of 360,000 active; AID 720504; note: potency is the fitted concentration of half-maximal effect; series mostly up to about 57 µM; % is set by controls: 0 for no effect and ±100 for the full control effect; nearly all actives have a fitted effect of over 65% in size
EPAC1 ag: EPAC1 (human) agonism. Potency, µM (series often up to 154 µM), for the others: top-dose activation, hits mostly activators. 0.073% of 360,000 active. EPAC1 agonist qHTS, biochemical assay; response scale: 100% = response to 6.5 mM cAMP. O95398; note: potency is the fitted concentration of half-maximal effect; nearly all actives have a fitted effect of over 60% in size
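Nucleotide exchange by EPAC1 (100 nM) on Rap1B–BODIPY-GDP (250 nM) in the presence of 50 uM GDP is tracked fluorescently at 480/540 nm over 30 min. Signals are normalized to a 6.5 mM cAMP control.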
GLP-1R inv ag: GLP-1 receptor (human) inverse agonism. HEK293 GLP-1R CRE-luciferase, luminescence, 24 h; GLP-1R form is constitutively active. P43220. AID 624417. Potency, µM (series often up to 38.3 µM), without a hit: top-dose activity change, negative = inhibition, most hits filed as inhibitors. 1.6% of 410,000 active; note: potency is the fitted concentration of half-maximal effect; % is set by controls: 0 for no effect and ±100 for the full control effect; nearly all actives have a fitted effect of over 55% in size
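Inverse agonism was detected as reduced cAMP-driven luciferase luminescence after 24 h compound treatment. The cells were HEK293 clones expressing constitutively active human GLP-1R with the reporter. Reporter-only and GPR119 cell lines served as counterscreen controls.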
Numbers without * were called inactive; i = inactive; u = inconclusive; x = no result given; & = joins results of further samples; [ ] = dose if it differs, or a comment. Unless noted, calls come from the whole dose curve; as a rule, active = well fitted curve in the direction sought with a large enough effect; inconclusive = small, poorly fitted or top-dose-only effect, or another doubt; inactive = no such curve, though single readings can be large; an effect the other way counts as inactive or inconclusive. A portion of the library; rates above refer to the full screens.

Molecule | HEK293 tox | PI5P4Ka inh | GLP-1R agonist | EPAC1 antagonist | IL2 activator | PTHR1 agonist | PLK1 PBD block | EPAC1 ag | GLP-1R inv ag
CC12CCC(C(=O)N(CC3CO3)C1=O)C2(C)C (stereo not given) | 13% | 4 | 0% | 10% | 0.3 | i | -11% | 8% | 21%
CC(C)(C)C1CCC2(CC1)CC(=O)c1ccccc1O2 (stereo not given) | -27% | -1 | -2% | -4% | -0.4 | 11% | -6% | 1% | 23%
O=C(O)CCc1nn2c3ccccc3n(CC(=O)c3ccccc3)c2nc1=O | 2% | x | -1% | 10% | -1.3 | -4%[57.5 µM] | -20% | 8% | 6%
Cc1ccc(S(=O)(=O)NC(=O)Nc2ccc(F)c(F)c2)cc1 | -2% | -4 | 7% | 3% | 0.7 | i | -3% | 10% | 3%
O=C(COC(=O)Cc1c(F)cccc1Cl)Nc1nnc(-c2ccccc2)o1 | -7% | -10 | -8% | 7% | -3.4 | -25% | -3% | -2% | 2%
CC(C(=O)Nc1ccccc1)N(C)CCOc1ccc(Br)cc1 (stereo not given) | 4% | 18 | 25% | -16% | 0.1 | -12% | 1% | 10% | u
CCc1nc(NCc2ccco2)c2oc3ccccc3c2n1 | -1% | 7 | 5% | -8% | 0.1 | i | -2% | 1% | -19%
Cc1cc(C(=O)OCC(=O)NC2CC2)c2ccccc2n1 | 1% | -1 | -3% | 13% | -0.2 | -35% | -6% | -4% | -1%
CN1C(=O)/C(=N\OC(=O)c2cccc3ccccc23)c2ccccc21 | -14% | x | 0% | -7% | -3.3 | -39%[inhibitor][57.5 µM] | u | 1% | 41%[activator]
CN(C)c1ccc(C2CC(=O)OC3=C2C(=O)CC(C)(C)C3)cc1 (stereo not given) | -7% | -9 | 1% | 22% | 2.1 | -3% | u | 2% | 5%
COc1ccc(CCNC(=O)C2CCN(S(C)(=O)=O)CC2)cc1OC | 6% | x | -7% | 7% | 0.0 | i | 0% | -5% | -1%
CCCCc1ccc(S(=O)(=O)NC(=O)C2(C)CCN2C(=O)c2ccccc2)cc1 (stereo not given) | 4% | 2 | -1% | -8% | -0.5 | -16% | -13% | 12% | -4%
CC1(C)N=C(N)N=C(N)N1c1cccc(C#N)c1 | -10% | 15 | -1% | -17% | -0.8 | -25% | 1% | 1% | u
Cc1cccc(N2CCN(C3(c4ccccc4)C(=O)c4ccccc4C3=O)CC2)c1C | -1% | x | -5% | x | x | -18% | x | x | 8%
O=C(/C=C/c1ccccc1)NCC(=O)N/N=C\c1cccnc1 | 1% | -3 | -5% | -15% | 0.6 | i | -3% | 1% | 10%
CCn1c(CC(=O)Nc2ccc(Cl)c(Cl)c2)nnc1SCc1ccc(Cl)cc1 | 7% | -2 | 18% | 1% | 0.4 | i | -6% | 5% | -12%
Cc1cc(Cl)ccc1NC(=O)C1CCCN1C(=O)c1cccs1 (stereo not given) | -3% | -1 | 7% | 23% | -3.8 | i | -1% | -4% | -3%
COc1cc2c(cc1OC)CN(c1ccc(F)cc1[N+](=O)[O-])CC2 | -3% | 5 | u | -27% | -5.1 | i | -16% | 11% | 56%[activator]
CCCn1c(SCC(=O)Nc2nc3ccccc3s2)nc2c1c(=O)n(C)c(=O)n2C | -2% | 2 | 0% | -14% | -1.4 | i | -7% | 0% | 12%
CN(C(=O)c1coc(=O)c2ccccc12)c1ccc(F)cc1 | -6% | -2 | 0% | -10% | 1.8 | -21% | 6% | -2% | -14%
O=C(NCC(O)c1ccccc1)c1ccc(Cl)c(S(=O)(=O)N2CCCC2)c1 (stereo not given) | -4% | 6 | 6% | 1% | -5.8 | -89%[inhibitor] | -7% | 5% | -18%
COC(=O)c1ccc(-n2c(C)cc(/C=N/Nc3nc(C)cc(=O)[nH]3)c2C)cc1 | -4% | 6 | -1% | -6% | -1.4 | i | 1% | -13% | 12%
O=C(c1cc(-c2ccncc2)nc2ccc(Br)cc12)N1CCN(Cc2ccc3c(c2)OCO3)CC1 | -10%[7.66 µM] | 4 | 0% | 14% | 3.7 | -20% | -3% | 8% | -13%[7.66 µM]
Nc1cccc(-c2cccc3nncn23)c1 | 2% | -5 | 7% | 14% | -0.2 | i | 4% | -5% | -12%
COc1cc2cc(CN(CCCN3CCOCC3)Cc3nnnn3Cc3ccccc3)c(=O)[nH]c2cc1OC | 9% | 3 | 14% | -18% | 0.2 | -14% | -14% | -1% | 1%
Cc1cc(/C=N/NC(=O)c2cccs2)c(C)n1-c1ccccc1 | -11% | -4 | -7% | 9% | 3.1 | -28% | -2% | 1% | -73%
O=C(NCc1cccs1)c1csc([C@@H]2C[C@H](O)[C@@H](CO)O2)n1 | 0% | -1 | -1% | 2% | -0.5 | i | 2% | -5% | -14%
Cc1ccc(SCC2=NNC(=O)C2)cc1 | 4% | x | -5% | 3% | -0.8 | i | -3% | 0% | 2%
C[C@H](CO)N1C[C@H](C)[C@@H](CN(C)S(=O)(=O)c2ccccc2)Oc2c(NS(=O)(=O)c3ccccc3)cccc2C1=O | 16% | 2 | 0% | -1% | -0.6 | 2% | -5% | -31%[inhibitor] | 3%
CCCCc1nc(S(=O)(=O)c2ccc(Cl)cc2)c(N2CCOCC2)o1 | 6% | -9 | -12% | -6% | 0.1 | -8%[57.5 µM] | u | -2% | 27%

Continued.
Molecule | HEK293 tox | PI5P4Ka inh | GLP-1R agonist | EPAC1 antagonist | IL2 activator | PTHR1 agonist | PLK1 PBD block | EPAC1 ag | GLP-1R inv ag
CCOc1ccc(-c2cc(C(=O)NCCCN3CCN(CC)CC3)c3ccccc3n2)cc1 | -18% | x | 7% | 6% | 0.2 | -10%[57.5 µM] | 3% | 4% | u
CCOC(=O)C1(Cc2ccccc2)CCCN(S(=O)(=O)N(C)C)C1 (stereo not given) | 2% | 1 | -3% | 21% | 0.0 | -37%[inhibitor] | 1% | -1% | -3%
COC(=O)c1ccc(CN(c2ccccc2OC)S(=O)(=O)c2cccs2)o1 | -12% | 6 | -15% | 3% | -5.8 | 3% | -8% | 8% | u
CCCCNc1nc2cccnc2s1 | 5% | 4 | -2% | -14% | 0.5 | i | 7% | -4% | 16%
O=C(OCC(=O)N(Cc1ccccc1)Cc1ccccc1)c1ccccc1O | 0% | 13 | 11% | -4% | 1.6 | -36% | -2% | -2% | u
COc1cccc(NC(=S)NN=C2CCCCCC2)c1 | u | -18 | 16% | -25% | -1.1 | -66%[inhibitor] | -13% | 6% | u
O=C(Cc1ccc(NC(=O)C2CCCN(C(=O)C3CC3)C2)cc1)Nc1cccc(C(=O)N2CCCCC2)c1 (stereo not given) | 3% | 6 | 6% | 4% | 0.0 | -10% | 0% | -12% | 5%
COc1cc(/C=C(\C#N)C(=O)Nc2ccccc2C(=O)O)cc(Cl)c1OC | 7% | -14 | 3% | -15% | 0.0 | i | 21µM* | -13% | -6%
Cc1csc(-c2nc3ccccc3n2C(C(=O)NC(C)(C)C)c2cc3ccccc3o2)c1 (stereo not given) | -5% | u | x | -26% | -0.7 | -36%[inhibitor] | u | 2% | u
COc1cc2cc(CCCOC(=O)c3ccc(F)cc3)oc(=O)c2cc1OC | -50% | -3 | -1% | 8% | -0.3 | -49%[inhibitor] | -5% | 12% | 4%
Cc1cc(C)nc(N2CCC(C(=O)NNC(=O)c3ccccc3)CC2)n1 | 0% | -7 | 6% | -14% | -0.1 | i | -6% | 5% | -7%
CCOc1ccc(NC(=O)C2CCCN(S(=O)(=O)c3ccc4c(c3)CC(C)N4C(C)=O)C2)cc1 (stereo not given) | -9% | 4 | -3% | -24% | -2.7 | i | -3% | -10% | -7%
Brc1ccc(Nc2c3c(nc4ncnn24)CCC3)cc1 | 7% | x | 14% | -2% | -2.8 | -40%[inhibitor] | -3% | 4% | 9%
O=C(Nc1cc(C(F)(F)F)ccc1Cl)C(NCc1ccccc1)c1ccccc1 (stereo not given) | -5% | 0 | 0% | 0% | -3.7 | -30%[inhibitor] | 0% | -14% | 3.5µM*
CCN(CC)c1nc(N(CC)CC)[nH]c(=O)n1 | -2% | -1 | 2% | 11% | -2.6 | -3%[57.5 µM] | -6% | 8% | 5%
CC1(CCc2ccccc2)NC(=O)N(CC(=O)Nc2ccccc2)C1=O (stereo not given) | -10% | 2 | 10% | -6% | 4.3 | i | 6% | -1% | 27%
Cc1nc(N)[nH]c(=O)c1CCCNc1ccc(CCC2(CCl)OCCO2)cc1 | -10% | 0 | 9% | -8% | -0.8 | i | -1% | -8% | 24%
CCOc1ccc(C2c3[nH]c4ccccc4c3CCN2Cc2cn(CC)nc2C)cc1 (stereo not given) | -15% | 2 | -5% | 0% | -0.4 | i | -18% | 17% | u
O=C(NCC1CCCO1)c1cc2c([nH]c3ccccc32)c(-c2cccc(Br)c2)n1 (stereo not given) | -16% | 0 | -1% | -12% | -0.9 | -5% | 3% | -19% | u
Cc1ccc(C2CC(C(F)(F)F)n3nc(C(=O)NCCN4CCOCC4)cc3N2)cc1 (stereo not given) | -15% | 8 | 9% | -5% | -0.1 | -7%[57.5 µM] | -4% | -4% | -14%
C[C@H]1CN([C@@H](C)CO)C(=O)Cc2cc(NC(=O)CCC(F)(F)F)ccc2O[C@H]1CN(C)Cc1ccc(-c2ccccc2)cc1 | 2% | 40 | -1% | -22% | -0.6 | 7% | -5% | 3% | 4.5µM*
Cc1cc2[nH]c(=O)c(=O)[nH]c2cc1S(=O)(=O)N1CCN(c2ccccc2F)CC1 | -4%&-10% | 3 | -3% | 8% | -0.5 | i | 1% | 0% | 4%&13%
CN1C(=O)C(O)(CC(=O)/C=C\c2ccc3c(c2)OCO3)c2ccccc21 (stereo not given) | -31% | -2 | -1% | 1% | 0.7 | -27% | -18% | -11% | u
O=C1C2CCCN2C(c2cccs2)N1c1ccc(Cl)cc1 (stereo not given) | 12% | x | 1% | -1% | -1.9 | -14% | -8% | 6% | -20%
O=C(CSc1nnc(-c2cccnc2)o1)Nc1ccccc1Br | 13% | 5 | 0% | 6% | 0.0 | -24% | -5% | 1% | 6%
CCOC(=O)Cn1c(=O)n(Cc2ccccc2)c(=O)c2cccnc21 | 4% | -1 | 19% | 8% | -1.0 | 11% | 3% | 11% | 67%[activator]

Part of the list above, showing only GLP-1R agonist.
Molecule,GLP-1R agonist
COC(=O)c1ccc(CN(c2ccccc2OC)S(=O)(=O)c2cccs2)o1,-15%
CCCCNc1nc2cccnc2s1,-2%

Screening results from PubChem.
